RXFP1 ag = qHTS Assay for Agonists of the Relaxin Receptor RXFP1; 370,000 compounds, 0.3% hits; AID 2676, 2010; HEK293T-RXFP1 cAMP TR-FRET, 30 min; response scale: percent of porcine relaxin response, buffer zero; Relaxin receptor 1 (Homo sapiens), Q9HBX9; Potency, µM (highest dose often 57.5 µM), for inactives: top-dose activation, most hits filed as activators; note: potency is the fitted concentration of half-maximal effect; % is set by controls: 0 for no effect and ±100 for the full control effect; nearly all actives have a fitted effect of over 60% in size; many of its hits are not listed in these tables
Target sequence (Q9HBX9 whole entry, looked up): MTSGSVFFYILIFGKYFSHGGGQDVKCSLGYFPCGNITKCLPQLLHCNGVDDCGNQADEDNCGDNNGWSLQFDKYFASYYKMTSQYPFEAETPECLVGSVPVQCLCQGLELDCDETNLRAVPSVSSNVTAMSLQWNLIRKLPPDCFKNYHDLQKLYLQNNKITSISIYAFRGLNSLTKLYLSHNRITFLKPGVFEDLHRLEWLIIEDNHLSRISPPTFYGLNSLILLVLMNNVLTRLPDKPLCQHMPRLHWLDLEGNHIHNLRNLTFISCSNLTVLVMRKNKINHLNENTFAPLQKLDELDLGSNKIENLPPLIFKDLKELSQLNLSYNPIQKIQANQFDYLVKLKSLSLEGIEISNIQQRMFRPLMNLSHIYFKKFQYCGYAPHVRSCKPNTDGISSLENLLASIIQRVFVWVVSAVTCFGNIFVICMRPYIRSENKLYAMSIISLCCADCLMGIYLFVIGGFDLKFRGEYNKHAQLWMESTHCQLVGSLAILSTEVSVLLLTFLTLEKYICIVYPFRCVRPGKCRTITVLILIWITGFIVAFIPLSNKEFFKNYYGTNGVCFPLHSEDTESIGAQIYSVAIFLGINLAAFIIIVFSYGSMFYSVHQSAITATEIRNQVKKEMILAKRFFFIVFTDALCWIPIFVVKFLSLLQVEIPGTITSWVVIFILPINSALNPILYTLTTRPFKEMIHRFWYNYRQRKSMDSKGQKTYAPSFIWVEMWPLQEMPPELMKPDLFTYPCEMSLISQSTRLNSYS
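HEK293T cells stably expressing RXFP1 were pretreated with the PDE4 inhibitor Ro 20174, exposed to compounds for 30 min at 37C, lysed, and cAMP was read by TR-FRET. Data normalized to buffer (basal) and 29 nM porcine relaxin (100%).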
D2 PAM = HTS Assay for Positive Allosteric Modulators of the Human D2 Dopamine Receptor: Primary Screen for Potentiators; D(2) dopamine receptor (Homo sapiens), P14416; HEK293 T-REx D2, calcium flux, EC20 dopamine potentiation; potentiation, % at 10 µM; 340,000 compounds, 0.34% hits; AID 485347, 2010;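 active = potentiation over 3 SD above the plate norm, cut at about 30% in these data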; note: 0% is about no effect
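Potentiation of an EC20 dopamine calcium response measured kinetically over 180 s, after a preceding 180 s compound-only read flagging agonists. Cells: inducible Hek293 Trex D2 line, 4000/well, cultured overnight at 30 C before dye loading.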
D1 antag = Antagonist of Human D 1 Dopamine Receptor: qHTS; D(1A) dopamine receptor (Homo sapiens), P21728; HEK293 TREx D1 cells, calcium flux, dopamine EC80; active compounds read low; activity change, negative = inhibition, % at 10 µM; 360,000 compounds, 3.2% hits; in the data active = activity change below about -30%; note: % is set by controls: 0 for no effect and ±100 for the full control effect
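Allosteric or orthosteric antagonism assessed as attenuation of the calcium response to EC80 dopamine, added 180 s after compound, in induced HEK293 Trex D1 cells loaded with no-wash calcium dye.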
Apoferritin bind = qHTS Assay for Identification of Novel General Anesthetics | Ferritin light chain (Equus caballus), P02791 | Potency, µM (doses to about 77.5 µM), inactives show at the highest dose activity change, negative = displacement, actives largely listed as inhibitors | 350,000 compounds, 0.074% hits | apoferritin/1-aminoanthracene competitive binding, fluorescence; note: potency is the fitted concentration of half-maximal effect; % is set by controls: 0 for no effect and ±100 for the full control effect; nearly all actives have a fitted effect of over 20% in size
Target sequence (P02791 2-175 limits assumed): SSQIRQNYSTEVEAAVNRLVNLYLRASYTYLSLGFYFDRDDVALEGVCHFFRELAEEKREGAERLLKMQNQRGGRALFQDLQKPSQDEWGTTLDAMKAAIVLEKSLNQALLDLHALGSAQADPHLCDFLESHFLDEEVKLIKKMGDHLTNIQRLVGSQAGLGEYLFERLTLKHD
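Horse-spleen apoferritin (10 uM) in 50% saturated 1-aminoanthracene in PBS was incubated 10 min at room temperature with compound. Fluorescence (ex 380, em 535 nm) was normalized to free and bound 1-AMA, with concentration-response fitted by a four-parameter Hill equation.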
D1 PAM = Potentiators of Human D1 Dopamine Receptor: qHTS. D(1A) dopamine receptor (Homo sapiens), P21728. HEK293 TREx D1 cells, calcium flux, dopamine EC20 potentiation. potentiation, % at 10 µM. 360,000 compounds, 0.036% hits. AID 504651, 2011; in the data active = potentiation above about 30%; note: 0% is about no effect
D1 ag = Allosteric Agonists of the Human D1 Dopamine Receptor: qHTS; D(1A) dopamine receptor (Homo sapiens), P21728; HEK293 T-REx D1 cells, calcium flux, agonist mode; activation, % at 2 µM; 360,000 compounds, 1% hits; in the data active = activation above about 30%; note: 0% is about no effect
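Agonism was scored from calcium flux recorded over 180 s (1 read/s) after pintool compound addition, following a 10-cycle baseline. Cells were inducible force-coupled HEK293 TREx D1, plated overnight at 30 C and loaded with no-wash calcium dye.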
TRHR agonist = qHTS for Small Molecule Agonists and Allosteric Enhancers of Human TRH Receptor: Primary Screen for Agonists. TRHR cells, calcium flux fluo-8, FDSS agonist mode. Thyrotropin-releasing hormone receptor (Homo sapiens), P34981. 360,000 compounds, 0.18% hits. AID 493084, 2011. activation, % at 2 µM; in the data active = activation above about 30%; note: 0% is about no effect
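In this calcium-flux screen, cells bearing human TRHR are dye-loaded with fluo-8, baselined for 10 cycles, then exposed to library compounds; positive kinetic calcium responses during the agonist phase mark hits, with TRH as control.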
RXFP1 antag = qHTS Assay for Antagonists of the Relaxin Receptor RXFP1; Relaxin receptor 1 (Homo sapiens), Q9HBX9; HEK293-RXFP1, relaxin-stimulated cAMP HTRF, 30 min; active compounds read low; activity change, negative = inhibition, % at 57.5 µM; 350,000 compounds, 0.59% hits;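 active = activity change of -60% or lower, but not beyond a set lower limit; inconclusive = change between -60% and -40%, or beyond the set limit; inactive = change above -40%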; note: % is set by controls: 0 for no effect and ±100 for the full control effect
TRHR PAM = qHTS for Small Molecule Agonists and Allosteric Enhancers of Human TRH Receptor: Primary Screen for Enhancers. Thyrotropin-releasing hormone receptor (Homo sapiens), P34981. TRHR cells, fluo-8 calcium fluorescence, EC20 TRH enhancement. enhancement, % at 2 µM. 360,000 compounds, 0.66% hits. AID 493056, 2011; in the data active = enhancement above about 30%; note: 0% is about no effect
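TRHR-expressing cells loaded with fluo-8 calcium dye were read kinetically (ex 480/em 530) during compound addition, then stimulated with an EC20 of TRH (10 nM final). Enhancement of the Gq-mediated intracellular calcium response was scored.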
Numbers without * were called inactive; u = inconclusive; x = not tested or not shown; [ ] = dose if it differs, or a comment. Unless noted, calls come from the whole dose curve; as a rule, active = well fitted curve in the direction sought with a large enough effect; inconclusive = small, poorly fitted or top-dose-only effect, or another doubt; inactive = no such curve, though single readings can be large; an effect the other way counts as inactive or inconclusive. An excerpt; count on the stated rates, not on these rows.

SMILES	RXFP1 ag	D2 PAM	D1 antag	Apoferritin bind	D1 PAM	D1 ag	TRHR agonist	RXFP1 antag	TRHR PAM
CC(=O)Nc1ccc(NC(=O)C2CCCN2S(=O)(=O)c2cccc3nsnc23)cc1 (centres undefined)	-4.0%	13	5	0%	-1	-1	0.4	15	10
Cc1cc(/C=N/NC(=O)c2cccc(F)c2)c(C)n1-c1ccccc1	2.0%	-5	1	-5%	-2	3	-0.1	2	-1
CC(C)N(Cc1nc(-c2ccc(Cl)cc2)no1)C(=O)/C=C/c1ccccc1	-0.8%	5	6	u	-9	3	-0.1	x	-6
FC(F)(F)c1nnc(-c2ccccc2)nc1Sc1ccc(Cl)cc1	-0.1%	9	-2	6%	7	7	1.2	-7	6
COc1ccc(-n2c(=O)[nH]cc(C(=O)Nc3ccc4c(c3)OCCO4)c2=O)cc1	0.8%	-1	-2	u	2	1	0.5	-6	-4
CCN1C(=O)[C@H]2[C@@H](c3ccc(Cl)cc3)N3C(=O)CN(CC4CC4)C(=O)[C@@]3(Cc3ccccc3)[C@H]2C1=O	-0.4%	1	-16	-1%	-7	1	0.0	x	-10
Cc1cccc(N(C(=O)c2snc(C(N)=O)c2N)C(C(=O)NCC2CCCO2)c2ccc3ncccc3c2)c1 (centres undefined)	-1.2%	24	8	-11%	-4	1	-0.1	-5	7
CCN(CC)CCn1c(SCC(=O)Nc2ccc(F)cc2)nc2c(sc3ccccc32)c1=O	u	-3	6	-18%	5	4	-0.7	x	-3
O=C(Nc1ccccc1)c1cc2ccc3ccccc3c2s1	-3.2%	-8	4	-4%	-6	4	0.6	-16	9
COc1ccc(Cl)cc1N1C(=O)[C@@H]2C(c3cccc(OC)c3OC)=NO[C@@H]2C1=O	1.9%	-4	5	-4%	-2	2	-0.7	5	-4
O=C(O)c1ccc(-n2cccn2)c([N+](=O)[O-])c1	0.0%	4	-11	-3%	-3	0	0.5	-9	0
O=c1c([N+](=O)[O-])c(N2CCOCC2)c2ccccc2n1-c1ccccc1	2.9%	-3	-3	-10%	3	1	0.3	-8	-5
COc1cccc(C=N[C@@H](CO)[C@@H](O)c2ccc([N+](=O)[O-])cc2)c1O	-0.9%	x	-4	-1%	-7	0	-0.3	5	3
Cc1cc(C)c(OCC(O)CNC(C)(C)C)c(C)c1 (centres undefined)	-3.2%	-9	-3	0%	-6	12	-2.6	-13	1
CCC(=O)Nn1c(C2CCC2)nc2ccccc2c1=O	5.8%	5	12	-5%	-5	1	0.8	0	6

8 neighbouring records from above:
SMILES	RXFP1 ag	D2 PAM	D1 antag	Apoferritin bind	D1 PAM	D1 ag	TRHR agonist	RXFP1 antag	TRHR PAM
CC(C)N(Cc1nc(-c2ccc(Cl)cc2)no1)C(=O)/C=C/c1ccccc1	-0.8%	5	6	u	-9	3	-0.1	x	-6
FC(F)(F)c1nnc(-c2ccccc2)nc1Sc1ccc(Cl)cc1	-0.1%	9	-2	6%	7	7	1.2	-7	6
COc1ccc(-n2c(=O)[nH]cc(C(=O)Nc3ccc4c(c3)OCCO4)c2=O)cc1	0.8%	-1	-2	u	2	1	0.5	-6	-4
CCN1C(=O)[C@H]2[C@@H](c3ccc(Cl)cc3)N3C(=O)CN(CC4CC4)C(=O)[C@@]3(Cc3ccccc3)[C@H]2C1=O	-0.4%	1	-16	-1%	-7	1	0.0	x	-10
Cc1cccc(N(C(=O)c2snc(C(N)=O)c2N)C(C(=O)NCC2CCCO2)c2ccc3ncccc3c2)c1 (centres undefined)	-1.2%	24	8	-11%	-4	1	-0.1	-5	7
CCN(CC)CCn1c(SCC(=O)Nc2ccc(F)cc2)nc2c(sc3ccccc32)c1=O	u	-3	6	-18%	5	4	-0.7	x	-3
O=C(Nc1ccccc1)c1cc2ccc3ccccc3c2s1	-3.2%	-8	4	-4%	-6	4	0.6	-16	9
COc1ccc(Cl)cc1N1C(=O)[C@@H]2C(c3cccc(OC)c3OC)=NO[C@@H]2C1=O	1.9%	-4	5	-4%	-2	2	-0.7	5	-4

Further compounds.
SMILES	RXFP1 ag	D2 PAM	D1 antag	Apoferritin bind	D1 PAM	D1 ag	TRHR agonist	RXFP1 antag	TRHR PAM
Cc1cccc(CCn2c(=O)c3ccccc3n(Cc3cccc(F)c3)c2=O)c1	2.1%	-1	7	-3%	9	11	1.2	x	0
CN(C)Cc1cc(C(C)(C)C)cc(C(C)(C)C)c1O	-0.1%	-18	-1	3%	-12	2	0.3	-6	-2
COc1cccc(N2CCN(C(=O)c3c(C)oc4ncnc(N5CCOCC5)c34)CC2)c1	1.0%	-8	-5	5%	0	4	1.3	-9	6
COc1ccc2[nH]c(=O)c(C(c3nnnn3C(C)(C)C)N(Cc3ccco3)CC3CCCO3)cc2c1 (centres undefined)	4.7%	-12	4	-11%	-2	3	-0.4	3	-8
Cc1ccc(C2CC(c3cccc(Cl)c3)n3nc(N)nc3N2)cc1 (centres undefined)	0.3%	9	41	-1%	4	-1	1.1	x	-1
COc1ccc(NC(=O)COC(=O)CCc2cc(OC)c(OC)c(OC)c2)c([N+](=O)[O-])c1	2.7%	11	-21	-3%	-10	10	-2.5	-16	6
COc1ccc(-c2cc(C(F)F)n3ncc(C(=O)Nc4c(C)n(C)n(-c5ccccc5)c4=O)c3n2)cc1	1.7%	8	-13	-8%	-3	3	-2.1	-9	-3
Cc1ccc(S(=O)(=O)N(CC(O)CN2CCOCC2)c2cccc([N+](=O)[O-])c2)cc1 (centres undefined)	-0.6%	-3	9	4%	1	3	-0.5	22	-3
CC(O)C1CCC2C3CC[C@H]4CC(O)CCC4(C)C3CC3(OCCO3)C12C (some centres undefined)	1.0%	2	-8	-13%	-4	29	1.7	-6	-2
NC(=O)c1ccc(N2CCN(c3ccccc3F)CC2)c([N+](=O)[O-])c1	0.2%	41*	-19	-14%	0	5	-0.6	-8	9
O=[N+]([O-])c1ccc(/C=N/N=C/c2ccc([N+](=O)[O-])o2)o1	0.0%	4	-16	-7%	-4	0	0.3	-11	1
CCc1ccc(NC(=O)N2CCN(C(=O)C3CCCO3)CC2)cc1 (centres undefined)	1.0%	13	-1	-3%	3	3	0.9	4	-2
O=C(c1ccc(-n2c(SCc3cc(F)ccc3F)nc3ccccc3c2=O)cc1)N1CCOCC1	0.1%	3	-7	0%	-2	6	0.8	x	2
CCc1ccc(NC(=O)CSc2nnc3[nH]c(=O)cc(-c4ccccc4)n23)cc1	6.2%	x	x	4%	0	-2	0.1	-12	4
Cc1ccnc(NS(=O)(=O)c2ccc(NC(=O)c3cc(-c4ccc(Br)cc4)nc4ccccc34)cc2)n1	0.5%	x	-1	-13%	-7	3	1.1	u	-1
O=C(O)CC1(CC(=O)NCc2csc(-c3cccs3)n2)CCCCC1	4.7%	-3	-4	6%	10	1	0.5	-4	-5
CCc1ccc(Nc2nnc(SC3CCOC3=O)s2)cc1 (centres undefined)	-1.1%	-4	-13	-18%	1	0	-1.7	4	0
Cc1ccc(C(=O)N/N=C/c2sc(=O)n(Cc3cccc(C(=O)O)c3)c2Cl)cc1	-3.5%	-6	5	-5%	1	-1	0.3	-1	-5
CCCC(=O)c1cc(-c2nc3ccccc3n2C)n(C)c1	-0.2%	x	1	-4%	-7	0	-0.8	5	-5
Cc1c(C)n(C)c2ccc(C(=O)NCCCN3CCCC3)cc12	-6.3%	-8	-7	-15%	-3	-1	-0.1	-17	0
O=C(c1ccoc1)N1CCC(CO)(CCc2ccccc2)CC1	-0.9%	-3	6	-4%	-3	1	0.7	11	3
C=C1CCC[C@]2(C)C[C@H]3OC(=O)C(CNCCN(C)C)[C@H]3CC12 (some centres undefined)	-0.1%	1	3	3%	-8	1	1.6	-10	3
CN(C)S(=O)(=O)c1cccc(NC(=O)c2ccc(S(=O)(=O)N3CCCC3)cc2)c1	0.1%	-17	5	x	-2	2	1.8	-8	-7
c1ccc2c(c1)nc(CN1CCOCC1)n1c3ccccc3nc21	1.9%	-1	-9	-9%	-10	-1	-0.2	22	5
CC(=O)c1c(C)[nH]c(C(=O)OCC(=O)N(CC(C)C)C2CCS(=O)(=O)C2)c1C (centres undefined)	0.6%	4	2	x	0	5	0.2	-4	3
COc1ccc2oc(-c3ccc(C)c(NC(=O)c4sc5ccccc5c4Cl)c3)nc2c1	2.3%	0	13	-12%	1	-1	-1.0	x	1
CCCCCCCCC(=O)NCCOc1ccccc1	6.0%	-5	4	-21%	-2	2	-0.5	x	3
Cc1cc2nc(-c3ccc[nH]c3=O)n(Cc3cccc(F)c3)c2cc1C	13%	2	15	-4%	5	5	-0.3	-1	-2
CCOc1cc(/C=C/C(=O)c2ccc(O)cc2)ccc1OCC(=O)N(C)C	0.0%	4	3	45%[activator]	-6	4	0.6	1	-8
CC(=O)N1CCc2c(sc3c2c(=O)n(-c2ccccc2C)c(=O)n3CC(=O)c2ccccc2)C1	-1.1%	12	-14	50%[activator]	-2	6	-0.3	x	7
C=CCNc1nc(C(=O)OCC(=O)c2ccccc2)cs1	29%	-1	-2	-10%	0	1	1.2	-11	-10
Cc1ccc(C(=O)O/N=C(\N)c2ccccn2)cc1	1.0%	-15	-8	-3%	-6	1	-0.1	7	-4

Source: PubChem BioAssay (National Center for Advancing Translational Sciences (NCATS))
